proCasp3 act: activators of human procaspase-3 D3A mutant, primary screen, biochemical, absorbance, PC-3 D3A mutant, single concentration. 330,000 compounds, 0.11% hits. AID 463141, 2010. recombinant procaspase-3 D3A, Ac-DEVD-pNA absorbance 405 nm. activation, % at 8.5 µM. Caspase-3 (Homo sapiens), P42574;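 active = activation above the mean of all tested compounds plus 3 SD, cut at about 21% in these data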;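 also: 0% = DMSO alone and 100% = DMSO wells spiked with extra 5 µM PC-3 D3A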
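material = Procaspase-3 D3A mutant | probe or stimulus = Ac-DEVD-pNA | compound = single dose, 8.5 µM nominal compound, 0.8% DMSO | timing = 1 h preincubation, 2 h reaction | measured by = 405 nm absorbance of p-nitroaniline, reads at 0 and 120 min | benchmarks = DMSO-only low control, 5 µM PC-3 D3A high control | repeats = singlicate, each compound tested once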
proCasp7 act: procaspase-7 activators, primary screen, counter-screen for procaspase-3 activator project, biochemical, absorbance, HTS, human | Caspase-7 (Homo sapiens), P55210 | recombinant procaspase-7, Ac-DEVD-pNA absorbance 405 nm; D23A/D198A/D206A triple mutant, cannot self-cleave; scale: DMSO 0, 5 µM enzyme 100 | activation, % at 8.5 µM | 330,000 compounds, 0.093% hits;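 active = percent activation above the screen-wide mean plus 3 SD, cut at about 25% in these data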
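Test system: Procaspase-7 triple mutant (PC-7 D3A). Also added: Ac-DEVD-pNA substrate, 400 µM as added. Schedule: 1 h enzyme–compound preincubation and 2 h substrate reaction, both 25 °C. Signal: p-Nitroaniline absorbance at 405 nm, read at 0 and 120 min. Control set: low DMSO alone, high DMSO plus 5 µM PC-7.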
AHR activator: AHR activators, primary screen, cell-based, luminescence, luciferase reporter, human. activation, % at 5 µM. AHR-responsive luciferase reporter cells. 320,000 compounds, 2.5% hits; in the data active = activation above about 47%;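 also: 0% = vehicle wells and 100% = reference agonist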
RPL19A TOR yeast: RPL19A-GFP expression modulators in yeast, primary screen, cell-based, S. cerevisiae, multiplex flow cytometry, MLPCN. S. cerevisiae RPL19A-GFP strain, 3 h; hits give low values. percent response vs DMSO, % at 10 µM. 330,000 compounds, 0.3% hits;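 active = percent response vs DMSO below 50%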;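 also: median channel GFP fluorescence of the barcoded RPL19A-GFP strain; ratio of sample median GFP to plate DMSO average so 100% = DMSO; lower means less RPL19A-GFP as with rapamycin TOR inhibition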
MEP2-GFP yeast: modulators of MEP2-GFP levels in yeast, primary screen, S. cerevisiae, multiplex flow cytometry, MLPCN library; S. cerevisiae MEP2-GFP strain, 3 h; 100% = DMSO control level; GFP response vs DMSO, % at 10 µM; 330,000 compounds, 0.51% hits; AID 2016, 2009;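 active = GFP response versus DMSO above a set limit, roughly screen mean plus 3 SD, cut at about 180% in these data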;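 also: median GFP fluorescence of the barcode-gated MEP2-GFP cells per well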
ZTA DNA inh: counter-screen for EBNA-1 inhibitors: inhibitors of Epstein-Barr virus ZTA | P03206 | 320,000 compounds, 0.15% hits | inhibition, % at 11 µM | ZTA-DNA binding, fluorescence polarization; in the data active = inhibition above about 33%
EBNA-1 inhibitor: EBNA-1 DNA-binding inhibitors, primary screen, biochemical, fluorescence polarization. inhibition, % at 14.8 µM. 300,000 compounds, 0.34% hits. AID 1950, 2009; in the data active = inhibition above about 28%
LAP4 TOR yeast: modulators of LAP4-GFP expression in yeast, primary screen, S. cerevisiae, multiplex flow cytometry, MLPCN library | 3 h; median GFP as percent of DMSO wells | GFP response vs DMSO, % at 10 µM | 320,000 compounds, 0.34% hits;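 active = GFP response vs DMSO above a set limit, about the screen mean plus 3 SD, cut at about 150% in these data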
The depositor's hits bear a star; [ ] = remark or other dose.

What do the screens show for `CC(C)(C)OC(=O)CNC(=O)c1[nH]cnc1C(=O)NC1CCNCC1`?
proCasp3 act: 7; proCasp7 act: 9; AHR activator: 1; RPL19A TOR yeast: 95; MEP2-GFP yeast: 102; LAP4 TOR yeast: 100

What do the screens show for `COCCNCCCCOc1c(Cl)cc(C)cc1Br`?
proCasp3 act: 0; proCasp7 act: 3; AHR activator: 4; RPL19A TOR yeast: 99; MEP2-GFP yeast: 99; ZTA DNA inh: 14; EBNA-1 inhibitor: 6; LAP4 TOR yeast: 99

Results for CC(CNc1ccccc1O)C(=O)O (stereo unspecified) ?
proCasp3 act: -5; proCasp7 act: -15; AHR activator: 5; RPL19A TOR yeast: 102; MEP2-GFP yeast: 84; ZTA DNA inh: -10; EBNA-1 inhibitor: -15; LAP4 TOR yeast: 84

Results for O=S(=O)(Nc1cccc(CCc2ccccn2)c1)c1ccc(Cl)cc1 ?
proCasp3 act: 6; proCasp7 act: 6; AHR activator: 0; RPL19A TOR yeast: 96; MEP2-GFP yeast: 100; ZTA DNA inh: 7; EBNA-1 inhibitor: 7; LAP4 TOR yeast: 108

How did CCOc1cc(NC(=S)NCCCN2CCOCC2)c(OCC)cc1NC(=O)c1cccc(C)c1 do in these assays?
proCasp3 act: 7; proCasp7 act: -1; AHR activator: 4; RPL19A TOR yeast: 105; MEP2-GFP yeast: 109; ZTA DNA inh: -16; EBNA-1 inhibitor: -3; LAP4 TOR yeast: 88

How did O=C1CSC(c2ccccn2)N1c1cccc(Cl)c1 (stereo unspecified) do in these assays?
proCasp3 act: -3; proCasp7 act: 1; AHR activator: 10; RPL19A TOR yeast: 94; MEP2-GFP yeast: 98; ZTA DNA inh: 6; EBNA-1 inhibitor: -16; LAP4 TOR yeast: 98

Results for CCn1cc(C(=O)NCCCN2CCCCCC2)c(=O)c2cc(S(=O)(=O)N3CCc4ccccc4C3)ccc21 ?
proCasp3 act: 1; proCasp7 act: 12; AHR activator: 4; RPL19A TOR yeast: 92; MEP2-GFP yeast: 87; ZTA DNA inh: -18; EBNA-1 inhibitor: -20; LAP4 TOR yeast: 92

What do the screens show for `Cc1cccc(C)c1NC(=S)N(CCN(C)C)C(C)c1ccccn1` (stereo unspecified)?
proCasp3 act: 4; proCasp7 act: -8; AHR activator: 1; RPL19A TOR yeast: 100; MEP2-GFP yeast: 95; ZTA DNA inh: 9; EBNA-1 inhibitor: 5; LAP4 TOR yeast: 109

How did CCCOc1ccc(-c2c(C(=O)N/N=C(\C)COc3ccccc3)nnn2-c2nonc2N)cc1 do in these assays?
proCasp3 act: 6; proCasp7 act: -5; AHR activator: 4; RPL19A TOR yeast: 96; MEP2-GFP yeast: 104; ZTA DNA inh: -12; EBNA-1 inhibitor: -10; LAP4 TOR yeast: 88

Results for CCCCNC(=O)Cn1c(=O)oc2cc(S(=O)(=O)N3CC(C)CC(C)C3)ccc21 (stereo unspecified) ?
proCasp3 act: -5; proCasp7 act: 8; AHR activator: -2; RPL19A TOR yeast: 98; MEP2-GFP yeast: 111; ZTA DNA inh: 4; EBNA-1 inhibitor: 0; LAP4 TOR yeast: 104

Results for CCOC(=O)CSC1=C(C#N)C(c2ccccc2C)C2=C(CCCC2=O)N1 (stereo unspecified) ?
proCasp3 act: 0; proCasp7 act: -3; AHR activator: 3; RPL19A TOR yeast: 97; MEP2-GFP yeast: 106; ZTA DNA inh: -8; EBNA-1 inhibitor: -7; LAP4 TOR yeast: 95

How did COc1ccc(NC(=O)CCNC(=O)c2ccco2)cc1Cl do in these assays?
proCasp3 act: 4; proCasp7 act: 5; AHR activator: 0; RPL19A TOR yeast: 93; MEP2-GFP yeast: 94; ZTA DNA inh: 7; EBNA-1 inhibitor: 12; LAP4 TOR yeast: 85

What do the screens show for `O=C(c1cc(-c2ccccc2)on1)N1CCc2ccccc2C1`?
proCasp3 act: -5; proCasp7 act: -2; AHR activator: 3; RPL19A TOR yeast: 100; MEP2-GFP yeast: 106; ZTA DNA inh: 2; EBNA-1 inhibitor: 8; LAP4 TOR yeast: 103

How did Cc1cccc(N(Cc2ccccc2)C(=O)c2ccc(C)c(S(=O)(=O)N3CCOCC3)c2)c1 do in these assays?
proCasp3 act: -5; proCasp7 act: -1; AHR activator: 1; RPL19A TOR yeast: 94; MEP2-GFP yeast: 93; ZTA DNA inh: -18; LAP4 TOR yeast: 97

Results for Cc1cccc(-n2c(Cc3cc(=O)[nH]c(=O)[nH]3)nnc2SCC(=O)N2CCc3ccccc32)c1 ?
proCasp3 act: -1; proCasp7 act: -4; AHR activator: 12; RPL19A TOR yeast: 103; MEP2-GFP yeast: 108; ZTA DNA inh: 5; EBNA-1 inhibitor: 1; LAP4 TOR yeast: 103

What do the screens show for `Cc1ccccc1OCC(=O)Nc1cccc(S(=O)(=O)NC2=NCCC2)c1`?
proCasp3 act: -2; proCasp7 act: 11; AHR activator: 0; RPL19A TOR yeast: 98; MEP2-GFP yeast: 102; ZTA DNA inh: 5; LAP4 TOR yeast: 102

What do the screens show for `O=C(COc1ccc(/C=N/NC(=O)C(=O)N2CCCCC2)cc1)Nc1ccccc1Cl`?
proCasp3 act: -3; proCasp7 act: -1; AHR activator: 10; RPL19A TOR yeast: 94; MEP2-GFP yeast: 95; ZTA DNA inh: -13; EBNA-1 inhibitor: -23; LAP4 TOR yeast: 98

Results for COc1cc(S(=O)(=O)n2ccnc2)ccc1Br ?
proCasp3 act: -4; proCasp7 act: -4; AHR activator: 14; RPL19A TOR yeast: 101; MEP2-GFP yeast: 101; ZTA DNA inh: 16; EBNA-1 inhibitor: -3; LAP4 TOR yeast: 88

Results for CCOC(=O)CC1(C)SC(NC(C)=O)=NN1C(C)=O (stereo unspecified) ?
proCasp3 act: -2; proCasp7 act: 5; AHR activator: -4; RPL19A TOR yeast: 105; MEP2-GFP yeast: 105; ZTA DNA inh: 3; EBNA-1 inhibitor: -2; LAP4 TOR yeast: 98

What do the screens show for `OCCC1CN(Cc2cccn2-c2nccs2)CCN1CCc1ccccc1` (stereo unspecified)?
proCasp3 act: 1; proCasp7 act: 4; AHR activator: 1; RPL19A TOR yeast: 93; MEP2-GFP yeast: 122; ZTA DNA inh: -1; EBNA-1 inhibitor: -8; LAP4 TOR yeast: 101

What do the screens show for `CCCCNC(=O)C1CCC(CNS(=O)(=O)c2ccc(C)cc2)CC1` (stereo unspecified)?
proCasp3 act: 2; proCasp7 act: 12; AHR activator: 0; RPL19A TOR yeast: 93; MEP2-GFP yeast: 90; ZTA DNA inh: 21; EBNA-1 inhibitor: -1; LAP4 TOR yeast: 85

How did COc1cccc(N2CCN(C3OC(=O)c4ccccc43)CC2)c1 (stereo unspecified) do in these assays?
proCasp3 act: 1; proCasp7 act: 0; AHR activator: 1; RPL19A TOR yeast: 94; MEP2-GFP yeast: 93; ZTA DNA inh: -7; EBNA-1 inhibitor: 8; LAP4 TOR yeast: 96

Results for Cc1ccc(-c2cn(S(=O)(=O)c3cccc([N+](=O)[O-])c3)nc2N)cc1 ?
proCasp3 act: 2; proCasp7 act: 1; AHR activator: 5; RPL19A TOR yeast: 93; MEP2-GFP yeast: 98; ZTA DNA inh: -2; EBNA-1 inhibitor: -20; LAP4 TOR yeast: 95

Results for O=C1COc2ccc(C(=O)COC(=O)CNS(=O)(=O)c3cccc(F)c3)cc2N1 ?
proCasp3 act: 3; proCasp7 act: -4; AHR activator: 1; RPL19A TOR yeast: 98; MEP2-GFP yeast: 100; ZTA DNA inh: 5; LAP4 TOR yeast: 100

What do the screens show for `COc1ccc(C)cc1NC(=O)NC1CCCc2ccccc21` (stereo unspecified)?
proCasp3 act: 11; proCasp7 act: -2; AHR activator: 11; RPL19A TOR yeast: 108; MEP2-GFP yeast: 96; ZTA DNA inh: 8; EBNA-1 inhibitor: 3; LAP4 TOR yeast: 97

How did Cc1c(NC(=O)CSc2nc3ccccc3s2)c(=O)n(-c2ccccc2)n1C do in these assays?
proCasp3 act: -4; proCasp7 act: -15; AHR activator: 0; RPL19A TOR yeast: 97; MEP2-GFP yeast: 96; ZTA DNA inh: 18; EBNA-1 inhibitor: 4; LAP4 TOR yeast: 91

How did Cc1cccc(NC(=O)c2ccc3c(=O)n(CC4CCCO4)c(=S)[nH]c3c2)c1 (stereo unspecified) do in these assays?
proCasp3 act: 1; proCasp7 act: -12; AHR activator: 16; RPL19A TOR yeast: 104; MEP2-GFP yeast: 102; ZTA DNA inh: 0; EBNA-1 inhibitor: 2; LAP4 TOR yeast: 94

Results for N#C/C(=C\c1cccc(OC(=O)c2cccs2)c1)C(N)=O ?
proCasp3 act: 6; proCasp7 act: 6; AHR activator: 1; RPL19A TOR yeast: 99; MEP2-GFP yeast: 101; ZTA DNA inh: 8; EBNA-1 inhibitor: -3; LAP4 TOR yeast: 85

Results for Cc1ccc(C(=O)N2CCN(c3ccccc3F)CC2)cc1NC1=NC2CS(=O)(=O)CC2S1 (stereo unspecified) ?
proCasp3 act: 4; proCasp7 act: -5; AHR activator: 0; RPL19A TOR yeast: 40*[may fluoresce violet]; MEP2-GFP yeast: 256*[may fluoresce violet]; ZTA DNA inh: -7; EBNA-1 inhibitor: -7; LAP4 TOR yeast: 118[may fluoresce violet]

What do the screens show for `O=C(CSc1nc2ccccc2c(=O)[nH]1)N1CCN(c2ccccc2)CC1`?
proCasp3 act: 0; proCasp7 act: 5; AHR activator: 6; RPL19A TOR yeast: 99; MEP2-GFP yeast: 96; ZTA DNA inh: -4; EBNA-1 inhibitor: 1; LAP4 TOR yeast: 102

What do the screens show for `Cc1occc1-c1nnc(SCC(=O)c2cc3ccccc3oc2=O)o1`?
proCasp3 act: -7; proCasp7 act: -5; AHR activator: 10; RPL19A TOR yeast: 101; MEP2-GFP yeast: 92; ZTA DNA inh: -5; EBNA-1 inhibitor: 6; LAP4 TOR yeast: 104

What do the screens show for `Cc1nc(CCNS(=O)(=O)c2cccnc2)cs1`?
proCasp3 act: 4; proCasp7 act: 0; AHR activator: -1; RPL19A TOR yeast: 95; MEP2-GFP yeast: 98; ZTA DNA inh: 7; EBNA-1 inhibitor: 5; LAP4 TOR yeast: 98

Results for CCCCn1c(SCc2c(C)noc2C)nc2cc(S(N)(=O)=O)ccc21 ?
proCasp3 act: -7; proCasp7 act: 5; AHR activator: 5; RPL19A TOR yeast: 102; MEP2-GFP yeast: 99; ZTA DNA inh: 5; EBNA-1 inhibitor: 1; LAP4 TOR yeast: 98

Among those listed so far, 2 contain a furan ring, fused or not:
How did COc1ccc(NC(=O)CCNC(=O)c2ccco2)cc1Cl do in these assays?
proCasp3 act: 4; proCasp7 act: 5; AHR activator: 0; RPL19A TOR yeast: 93; MEP2-GFP yeast: 94; ZTA DNA inh: 7; EBNA-1 inhibitor: 12; LAP4 TOR yeast: 85

What do the screens show for `Cc1occc1-c1nnc(SCC(=O)c2cc3ccccc3oc2=O)o1`?
proCasp3 act: -7; proCasp7 act: -5; AHR activator: 10; RPL19A TOR yeast: 101; MEP2-GFP yeast: 92; ZTA DNA inh: -5; EBNA-1 inhibitor: 6; LAP4 TOR yeast: 104

Assay outcomes as filed in PubChem.
